HCMV antiviral: human cytomegalovirus inhibition | HFF cells, HCMV-luciferase reporter, 72 h; hits give low values | activity change, negative = inhibition, % at 57.5 µM | 410,000 compounds, 4.5% hits | AID 1259415; in the data active = activity change below about -60%; inconclusive = no clear call, values can overlap the other calls; inactive = above about -39%
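Inhibition of viral replication was scored as loss of reporter luminescence in HFFs infected with HCMV-luciferase (MOI 1 PFU/cell) for 72 h; compounds tested at 2 doses, normalized to buffer and Salinomycin controls.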
Sm TGR inh: S. mansoni TGR enzyme inhibition; Q962Y6; purified TGR, DTNB reduction, TNB absorbance 405 nm; Potency, µM (series often up to 114 µM), for inactives: top-dose activity change, negative = inhibition, hits mostly inhibitors; 360,000 compounds, 3% hits; AID 485364; also: potency is read from the fitted curve at half-maximal effect; nearly all actives have a fitted effect of over 60% in size
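TGR 20 nM + NADPH 100 uM (dispensed conc.), cpd preinc 15 min RT; start with NADPH (500 uM addition) then DTNB (15 mM addition). Kinetic TNB absorbance, 405 nm filter. Four-parameter Hill fit across titration.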
Giardia FBPA inh: blocks Giardia fructose-bisphosphate aldolase activity | purified Giardia FBPA | A8B2U2 | AID 2451 | Potency, µM (top dose mostly 59.6 µM), without a hit: at the highest dose activity, negative = inhibition, most hits filed as inhibitors | 290,000 compounds, 0.71% hits; also: potency is read from the fitted curve at half-maximal effect; nearly all actives have a fitted effect of over 55% in size
Target sequence (A8B2U2 whole entry, looked up): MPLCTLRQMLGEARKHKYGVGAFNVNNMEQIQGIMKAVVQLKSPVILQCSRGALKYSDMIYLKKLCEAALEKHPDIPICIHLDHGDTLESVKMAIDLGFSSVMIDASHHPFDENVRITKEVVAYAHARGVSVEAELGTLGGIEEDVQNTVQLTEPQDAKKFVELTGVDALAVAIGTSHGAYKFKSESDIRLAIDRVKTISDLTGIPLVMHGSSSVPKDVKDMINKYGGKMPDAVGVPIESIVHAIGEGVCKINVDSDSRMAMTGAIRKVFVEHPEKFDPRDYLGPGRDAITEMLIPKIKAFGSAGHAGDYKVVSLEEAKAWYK
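Giardia FBPA (40 nM reagent) was preincubated 10 min at RT with compound (up to 57.5 uM final), then substrate plus GAPDH/TPI/NAD/arsenate coupling system with diaphorase/resazurin was added; resorufin fluorescence (525/598 nm) was read after 20 min.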
HCV inhibitor: blocks hepatitis C virus; Huh7.5.1 HCVcc-Cre infection, luciferase reporter, 44 h; Potency, µM (titrated, usually from 41.8 µM), for the others: at the highest dose activity change, negative = inhibition, usual class: inhibitors; 340,000 compounds, 3.4% hits; also: potency is read from the fitted curve at half-maximal effect
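Compounds are dispensed onto cells plated 4 h earlier at 1,000 per well, with HCVcc-Cre virus (about 0.5 moi) added next. Following 44 h of culture, luminescent signal is measured for 15 sec after 15 min with substrate at room temperature.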
AmpC no deterg: AmpC beta-lactamase inhibition without detergent | AID 485341 | 330,000 compounds, 0.52% hits | AmpC nitrocefin hydrolysis, absorbance 480 nm, 0.0001% Triton | P00811 | Potency, µM (series often up to 57.1 µM), for the others: top-dose activity change, negative = inhibition, hits mostly inhibitors;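 also: potency is read from the fitted curve at half-maximal effect; plate controls were no compound for no effect and no enzyme for full effect; nearly all actives have a fitted effect of over 20% in size; some results filed as inactive show a strong effect at the top dose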
Target sequence (P00811 whole entry, looked up): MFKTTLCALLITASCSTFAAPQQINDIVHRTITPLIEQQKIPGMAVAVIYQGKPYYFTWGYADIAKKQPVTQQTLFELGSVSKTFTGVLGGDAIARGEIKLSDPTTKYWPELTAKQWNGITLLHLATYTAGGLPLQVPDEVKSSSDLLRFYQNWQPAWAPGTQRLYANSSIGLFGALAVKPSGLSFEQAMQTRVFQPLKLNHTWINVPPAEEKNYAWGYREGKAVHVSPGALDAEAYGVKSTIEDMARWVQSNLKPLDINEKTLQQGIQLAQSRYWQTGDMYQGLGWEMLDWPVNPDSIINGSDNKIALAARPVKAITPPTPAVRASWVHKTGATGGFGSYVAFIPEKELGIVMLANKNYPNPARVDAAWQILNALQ
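20 mM phosphate pH 7.0 + 0.01% (detergent screen) or 0.0001% Triton X-100; 5.3 nM AmpC reagent; cpd preinc 15 min RT; nitrocefin (800 uM stock) to start; A480 q20 s × 4 min; Activity was normalised to no-enzyme and no-compound control wells.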
AmpC detergent: blocks E. coli AmpC beta-lactamase in detergent assay; AmpC hydrolysis of nitrocefin, absorbance 480 nm, 0.01% Triton; Potency, µM (series often up to 114 µM), for the others: at the top dose activity change, negative = inhibition, hits mostly inhibitors; 370,000 compounds, 0.041% hits; AID 485294;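 also: potency is read from the fitted curve at half-maximal effect; 0% = no-compound wells and -100% = no-enzyme wells; nearly all actives have a fitted effect of over 25% in size; some results filed as inactive show a strong effect at the top dose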
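AmpC (5.3 nM in the dispensed reagent) in 20 mM phosphate pH 7.0 with 0.01% (detergent screen) or 0.0001% Triton X-100 was preincubated with compounds for 15 min at room temperature. Nitrocefin was then added from an 800 uM solution, and hydrolysis was followed at 480 nm.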
An asterisk follows results filed as active; ? = inconclusive; . = not tested or not shown; & = joins results of further samples; [ ] = dose if it differs, or a comment. Unless noted, calls follow the shape of the dose curve; as a rule, active = well fitted curve in the direction sought with a large enough effect; inconclusive = small, poorly fitted or top-dose-only effect, or another doubt; inactive = no such curve, though single readings can be large; an effect the other way counts as inactive or inconclusive. Unless noted, % is scaled to controls: 0 for no effect and ±100 for the full control effect. Rows are unselected; 9.9% or so of the library scored in one or more.

SMILES | HCMV antiviral | Sm TGR inh | Giardia FBPA inh | HCV inhibitor | AmpC no deterg | AmpC detergent
O=C(NCc1ccco1)c1ccc(Cn2c(=S)[nH]c3ccccc3c2=O)cc1 | -5 | -5% | 2% | ? | -21% | -2%
O=C(Nc1onc2c1CCCC2)c1ccccc1 | 64 | 4% | . | . | . | 7%
Cc1ccccc1-c1nc(CS(=O)(=O)CC(=O)NC2CCCC2)c(C)o1 | -11 | 40µM* | 0% | ? | 23% | 0%
O=C(O)C1CCCN1C(=O)OCc1ccccc1 (configuration not stated) | 40 | -27% | 6% | 4% | -21% | -1%
COc1ccccc1NC(=O)NNC(=O)c1ccc2ccccc2c1 | 48 | 2% | 1% | 7% | -43% | -4%
O=C(NN1C(=O)C2C3c4ccccc4C(c4ccccc43)[C@@H]2C1=O)c1ccccc1 (some centres not stated) | -12 | -14% | 2% | 4% | -23% | -8%
CCOc1ccc(NC(=O)Cn2c(=O)oc3cc(S(=O)(=O)N4CCCCCC4)ccc32)cc1 | 0 | 3% | . | . | . | 1%
CCN1C(=O)N[C@@H](c2cccc(C(F)(F)F)c2)[C@H](C(=O)OC)[C@H]1C | 1 | . | 2%[12.9 µM] | -12% | . | .
Cc1ccc(OCC(=O)Nc2ccc(-c3nc4ncccc4o3)cc2)cc1 | 78 | 1% | 7% | -3% | -16% | ?
COc1cc(CC(=O)Nc2ccc(S(=O)(=O)Nc3ncccn3)cc2)cc(OC)c1OC | 33 | -5% | -6% | 12% | -16% | ?
O=C(CSc1nccc(=O)[nH]1)Nc1ccc(F)c([N+](=O)[O-])c1 | 52 | -6% | -1% | 1% | -33% | -3%
COC(=O)c1c(N=CN(C)C)c(C#N)c2n1CCCC2 | 33 | 8% | 3% | 7% | -11% | ?
O=C(Nn1c(-c2ccc(Br)cc2)nc2ccccc2c1=O)c1cccnc1 | -22 | 22% | 10% | 19% | -28% | 2%
O=C(CN(Cc1ccccc1)C(=O)CCC(=O)Nc1ccccn1)NCc1ccco1 | 26 | -14% | 0% | 3% | -18% | -6%
CCCCCCCNC(=O)C1(CC2CC(c3ccccc3)=NO2)CCNCC1 (configuration not stated) | 5 | ? | . | 10µM* | 151%[activator] | -12%
O=C(CCNS(=O)(=O)c1ccc(Br)s1)NCc1ccccc1 | -30 | 8% | -2% | 7% | -8% | 3%
COc1ccc(NC(=S)NCc2ccccn2)cc1OC | -18 | 3% | -13% | -9% | -3%[2.29 µM] | ?
CCc1nnc(NC(=O)C2CCCN(S(=O)(=O)c3ccc(OC)cc3)C2)s1 (configuration not stated) | -25 | -12% | 3% | 0% | -14% | 3%
COc1cc(OC)cc(C(=O)N2CCN(c3ccccn3)CC2)c1 | ? | 10% | 8% | 30% | 1% | ?
O=C(/C=C/c1ccc(Br)cc1)c1ccco1 | -40 | -32% | 2% | 4% | -17% | -9%
C=C(C)CNC(=S)NNC(=O)c1ccncc1 | ? | -7% | -11% | 20% | -16% | -10%
Cc1ccc(CS(=O)(=O)c2cn(CC(=O)N3CCOCC3)c3ccccc23)cc1 | 4 | -2% | . | 6% | 133%[activator] | -1%
COC(=O)c1ccc(C(=O)OC)c(NC(=S)N2CC(C)CC(C)C2)c1 (configuration not stated) | -21 | -13% | -1% | -29% | -11% | ?
Cc1nn(C)c(C(=O)NCc2ccc(Cl)cc2)c1Cl | -80* | 3% | 0% | ? | -2% | -4%
CC(=O)N=C1SC2CS(=O)(=O)CC2N1c1c(Cl)cccc1Cl (configuration not stated) | 26 | 1% | 1% | 1% | -3% | 7%
SMILES | HCMV antiviral | Sm TGR inh | Giardia FBPA inh | HCV inhibitor | AmpC no deterg | AmpC detergent
CCCCn1c(N)c(Sc2ccc([N+](=O)[O-])cc2)c(=O)[nH]c1=O | 21 | -3% | 9% | 18% | -11% | -7%
CCC(=O)N1CCN(c2ccc(NC(=O)c3ccc([N+](=O)[O-])o3)cc2)CC1 | -98* | 28µM* | -19% | ? | -11% | 2%
O=C(CN1CCN(c2ccc(Cl)cc2[N+](=O)[O-])CC1)N1CCOCC1 | 9 | 3% | 3% | 14% | 49% | -2%
O=C(CN1CCN(C(=O)CCC(=O)N2CCC(c3ccccc3)=N2)CC1)Nc1ccc(F)cc1 | 15 | -10% | . | 13% | 9% | -6%
Cc1ccc[n+](C(C)C(=O)Nc2ccc(C)c(C)c2)c1 (configuration not stated) | 3 | 3% | -10% | -1% | -19% | ?
COc1cccc(CNC(=O)c2cc(-c3ccc(Cl)s3)nc3ccccc23)c1 | -13 | -9% | . | . | . | 4%
O=c1[nH]c(=S)n(C2CC2)c(O)c1C=Nc1cccc(C(F)(F)F)c1 | 0 | -8% | -7% | 11% | -25% | -4%
COCCNC(=S)NC1CC2CCC(C1)N2Cc1ccccc1 (configuration not stated) | 23 | 6% | -5% | 5% | -28% | -5%
O=C(Nc1cccnc1)c1cnn2cccnc12 | -18 | -1% | -1% | 11% | -10% | ?
O=C(COc1cccnc1[N+](=O)[O-])NCCc1ccccc1 | 23 | -5% | 1% | -2% | -9% | 0%
Clc1ccc(Nc2ccccc2)nn1 | 0 | 1% | 1% | 4% | -17% | 6%
CCOP(=O)(OCC)c1nc(-c2ccc(Br)cc2)oc1N1CCCCC1 | ? | -36% | 4% | ? | 219%[activator] | 5%
COc1ccc(Cn2c(CO)cnc2SCC(=O)Nc2ccc3c(c2)OCCO3)cc1 | 27 | -6% | . | . | . | -3%
O=C(CN1CCN(C/C=C/c2ccccc2)CC1)Nc1ccc(F)cc1F | -21 | 2% | 1% | ? | 158%[activator] | -9%
Cc1ccc(S(=O)(=O)CCC(=O)NCCN2C(=O)S/C(=C\c3ccccc3)C2=O)cc1 | -26 | -6% | 8% | ? | 19% | -5%
CC(Oc1ccc(Br)cc1)C(=O)Nc1ccc(S(=O)(=O)Nc2nccs2)cc1 (configuration not stated) | 40 | 2% | . | 12% | -49% | ?
Cc1cc(C(=O)CCC(=O)N2CCN(c3ccccc3)CC2)c(C)s1 | -30 | 0% | . | 4% | -4% | -27%
COc1ccc(C2CC(=O)C3=C(C2)NC(C)=C(C(=O)Nc2ccccc2C)C3c2coc3ccc(C)cc3c2=O)cc1OC (configuration not stated) | -11 | -31% | -9% | ? | 140%[activator] | ?
Cc1c(Cl)cccc1Nc1ccccc1C(=O)O | 21 | 13% | ? | -3% | -32% | -1%
COc1cc(-c2n[nH]c(=S)n2Cc2ccccc2)cc(OC)c1OC | 48 | 3% | 16% | 26% | -27% | -10%
O=C1CCC(C(=O)O)(c2ccccc2)C1 (configuration not stated) | . | 0% | 5% | . | -11% | ?
CCOc1c(Br)cc(CNc2ccc(N3CCN(C(C)=O)CC3)cc2)cc1OC | 0 | -22% | -15% | ? | 172%[activator] | 4%
CCN(CC)S(=O)(=O)c1cccc(NC(=O)COC(=O)C2CC3C=CC2C3)c1 (configuration not stated) | 6 | 3% | -5% | -26% | -18% | 2%
NC1=NC(=Nc2ccc(S(=O)(=O)N3CCOCC3)cc2)c2ccccc21 | -26 | -3% | -6% | 6% | 1% | -7%
Cc1ccccc1OCC(=O)Nc1ccccc1C(=O)OCc1cc(=O)n2nc(C3CC3)sc2n1 | 31 | 5% | . | . | . | 4%

Brought forward from above: 4 compounds; new compounds follow.
SMILES | HCMV antiviral | Sm TGR inh | Giardia FBPA inh | HCV inhibitor | AmpC no deterg | AmpC detergent
CCOc1c(Br)cc(CNc2ccc(N3CCN(C(C)=O)CC3)cc2)cc1OC | 0 | -22% | -15% | ? | 172%[activator] | 4%
CCN(CC)S(=O)(=O)c1cccc(NC(=O)COC(=O)C2CC3C=CC2C3)c1 (configuration not stated) | 6 | 3% | -5% | -26% | -18% | 2%
NC1=NC(=Nc2ccc(S(=O)(=O)N3CCOCC3)cc2)c2ccccc21 | -26 | -3% | -6% | 6% | 1% | -7%
Cc1ccccc1OCC(=O)Nc1ccccc1C(=O)OCc1cc(=O)n2nc(C3CC3)sc2n1 | 31 | 5% | . | . | . | 4%
O=C(CN1CCCC1)Nc1ccc(OC(F)(F)F)cc1 | 38 | 5% | ? | -13% | 14% | -7%
O=C(NCc1cccnc1)c1ccc(NS(=O)(=O)c2ccccc2)cc1 | 19 | -1% | -1% | -5% | 97%[activator] | -17%
O=C(CSc1nc2ccccc2c(=O)n1CCCN1CCOCC1)c1c[nH]c2ccccc12 | ? | 12% | -12% | 14µM* | 183%[activator] | ?
CCCCOCCCNC(=O)N[C@H](C(=O)O)C(C)CC (some centres not stated) | 35 | 6% | 0% | 4% | -1% | -8%
CC(=O)N1CCc2cc(S(=O)(=O)N3CCOCC3)ccc21 | -7 | -1% | 4% | 8% | -2% | -1%
O=S(=O)(Nc1ccc2cn[nH]c2c1)c1ccc(C(F)(F)F)cc1 | 21 | -3% | . | 22% | -11% | 2%
O=C(c1ccccc1)N1N=C(c2ccccc2)CC1c1ccccc1 (configuration not stated) | 27 | -17% | 0% | 13% | -17% | -4%
COc1ccc(CNC(=O)Cc2cn(C)c3ccccc23)c(OC)c1 | -21 | -6% | ? | ? | 21% | -3%
Cc1sc2ncnc(NCC(c3ccco3)N3CCCC3)c2c1C (configuration not stated) | -1 | 7% | 0% | ? | -17% | -12%
COCCOC(=O)C1=C(C)Nc2nc(C)nn2C1c1ccccc1 (configuration not stated) | -3 | -1% | -5% | 27% | -7% | -2%
COCCNS(=O)(=O)c1cccc2cccnc12 | ? | 0% | -1% | 4% | -17% | ?
CCCCC(c1nnnn1CC1CCCO1)N1CCN(Cc2ccccc2)CC1 (configuration not stated) | -27 | -13% | -28% | -18% | 1% | ?
CC(C)CN(C(=O)COC(=O)CCc1c[nH]c2ccccc12)C1CCS(=O)(=O)C1 (configuration not stated) | -8 | -8% | 2% | 1% | 71%[activator] | 1%
O=C(Cc1cccc2ccccc12)NNC(=O)Nc1cccc(Cl)c1 | 24 | -19% | 5% | -1% | -39% | -9%
Cc1cc(NC(=O)CN2C(=O)/C(=C/c3cccc(Br)c3)SC2=S)no1 | 20 | 0% | 5% | 13% | -34% | 2%
CC(C)CN(C(=O)COC(=O)c1nc(Cl)ccc1Cl)c1c(N)n(Cc2ccccc2)c(=O)[nH]c1=O | 18 | 5% | . | . | -15% | 5%
Cc1ccc(S(=O)(=O)N2c3ccc(S(N)(=O)=O)cc3CC2C)cc1 (configuration not stated) | -36 | 0% | -6% | 6% | -26% | ?
CCC(C)NC(=O)CC(NS(=O)(=O)c1ccc(NC(C)=O)cc1)C(C)C (configuration not stated) | -26 | 9% | 4% | -20% | 1% | 4%
CCCCC(=O)Nc1ccc(NC(=O)c2cc(OC)c(OC)c(OC)c2)cn1 | 175 | 0% | -2% | ? | -18% | -6%
COc1ccc(Cl)cc1N(CC(=O)N1CCCCC1)S(C)(=O)=O | 28 | 8% | 7% | 26% | 10% | 4%
N#C/C(=N\O)c1nc(-c2ccccc2)cs1 | 6&-11 | 0%&-22% | 10% | 20%&0% | -23%&-23% | ?
